Bioassay records (PubChem BioAssay)
GPR55 beta-arrestin: GPR55 agonists via beta-arrestin recruitment, primary screen, imaging, U2OS cells, beta-arrestin-GFP redistribution (AID 1961); U2OS GPR55 beta-arrestin-GFP redistribution imaging; higher % means a stronger effect; activation, % at 10 µM, or EC50 in µM where a hit was titrated; 290,000 compounds, 0.048% hits;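 active = activation above 40% with more than 50 cells counted in the well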;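 note: U2OS osteosarcoma cells stably expressing GPR55 and beta-arrestin-GFP; plate controls were DMSO negative control for no effect and LPI positive control for full effect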
NTR1 agonist: agonists of NTR1, primary screen, imaging, U2OS cells, beta-arrestin-GFP, high content (AID 493036); NTR1-U2OS beta-arrestin-GFP spot imaging, agonist mode; activation, % at 20 µM; 330,000 compounds, 0.17% hits;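 active = activation at or above 40% of the spot to cytoplasm intensity ratio, with at least 20 cells analyzed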;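 note: 0% = DMSO without peptide and 100% = 100 nM NTR1 peptide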
Target sequence (P30989 whole entry, looked up): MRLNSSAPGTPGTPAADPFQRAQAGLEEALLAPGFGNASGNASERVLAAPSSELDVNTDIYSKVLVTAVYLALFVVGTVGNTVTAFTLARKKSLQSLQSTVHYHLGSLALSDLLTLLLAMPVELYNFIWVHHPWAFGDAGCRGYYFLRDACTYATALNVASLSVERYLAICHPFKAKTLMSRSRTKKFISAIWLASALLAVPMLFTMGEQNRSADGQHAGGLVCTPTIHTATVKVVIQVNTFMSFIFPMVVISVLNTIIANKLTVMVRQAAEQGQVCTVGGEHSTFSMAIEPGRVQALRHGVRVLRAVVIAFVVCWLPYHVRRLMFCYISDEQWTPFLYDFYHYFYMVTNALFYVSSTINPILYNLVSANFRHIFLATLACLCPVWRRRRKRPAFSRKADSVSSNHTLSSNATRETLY
LYP inhibition: PTPN22 lymphoid phosphatase activity blockers – biochemical, fluorescence intensity, uHTS (AID 1779) | recombinant LYP phosphatase, fluorescence intensity; higher % means a stronger effect | inhibition, % at 11.5 µM, or IC50 in µM where a hit was titrated | 290,000 compounds, 0.054% hits; in the data active = inhibition above about 50%;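 note: plate controls were vehicle with enzyme for no effect and no enzyme for full effect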
T cell modulator: T cell immune modulators affecting CD8 T cell-vesicle binding. 2C CD8+ T cell-vesicle binding, flow cytometry; hits give low values. calls only at 7 µM. 330,000 compounds, 0.068% hits. AID 2052;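 active = response, share of CD8 T cells binding vesicles, and their 90th percentile fluorescence all below set limits, cut at about 80% in these data, passing the limit was not always enough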
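Material: 2C TCR transgenic mouse naive CD8+ T cells, MACS-purified. Also added: QL9-charged Drosophila Ld/ICAM-1/B7-1 vesicles. Timing: binding 1.5 h at 37 °C. Measured by: high-throughput flow cytometry with anti-B7-1 and anti-CD8 staining. Read-out: percent CD8+ FL2 mean versus row control. Controls: Unloaded micro-vesicles (low), QL9 vesicles with 0.7% DMSO (high).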
Lipid droplet: modulators of hepatic lipid droplet formation | AML12 mouse hepatocytes, oleate lipid droplets, BODIPY imaging | inhibition, % at 6.5 µM | 240,000 compounds, 0.4% hits | AID 1656;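 active = lipid droplet intensity inhibited by at least 50%, with more than 500 cells counted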
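material = mouse AML12 hepatocyte cell line, fixed after treatment | also added = 100 µM oleic acid challenge | doses = compound at 6.5 µM only | schedule = overnight exposure | technique = Image-based BODIPY and DAPI two-channel analysis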
GPR35 arrestin U2OS: inhibition of zaprinast-stimulated GPR35 beta-arrestin translocation – imaging, U2OS, beta-arrestin-GFP, zaprinast agonist, primary screen (AID 2058) | inhibition, % at 10 µM; hits with a dose series show IC50 in µM | U2OS GPR35 beta-arrestin-GFP translocation imaging, zaprinast antagonism; higher % means a stronger effect | 290,000 compounds, 0.052% hits;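 active = inhibition of at least 50% with at least 30 cells and total cytoplasm GFP at most 10,000,000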
Large T inhibition: SV40 large T antigen inhibitors, biochemical (AID 1903); SV40 large T antigen ATPase/helicase inhibition assay; higher % means a stronger effect; inhibition, % at 20 µM; hits with a dose series show IC50 in µM; 310,000 compounds, 0.39% hits; in the data active = a potency from the dose series; note: strong numbers were not always called active
GPR55 antagonists: GPR55 antagonists blocking LPI-driven arrestin recruitment, primary screen, imaging, U2OS, beta-arrestin-GFP, LPI agonist (AID 2013); 290,000 compounds, 0.13% hits; U2OS GPR55 beta-arrestin-GFP translocation imaging, LPI antagonism; higher % means a stronger effect; inhibition, % at 10 µM; hits with a dose series show IC50 in µM;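 active = spots per cell inhibited over 60%, with over 100 cells counted and total cytoplasm intensity under 500,000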;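 note: U2OS cells stably carrying GPR55 and arrestin-GFP stimulated by 5 µM LPI near EC80; imaged beta-arrestin-GFP aggregate spots per cell after agonist stimulation; plate controls were LPI-stimulated DMSO wells for no effect and DMSO wells without LPI for full effect; some results filed as inactive read as strong as hits; confirmed hits need IC50 under 10 µM and bright autofluorescent wells are also inconclusive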
MgcRacGAP inhibition: MgcRacGAP GTPase-activating activity inhibitors, confirmation, biochemical, ADP Hunter fluorescence; 340,000 compounds, 0.6% hits; MgcRacGAP-stimulated Rac1 GTP hydrolysis, ADP Hunter fluorescence; higher % means a stronger effect; GST-tagged Rac1 F28L mutant substrate; one-dose inhibition, % at 30 µM; IC50 in µM for titrated hits;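 active = first-screen hits whose inhibition reached a set limit at any dose in the follow-up dose series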;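 note: fluorescence reports GDP produced by GAP-driven GTP hydrolysis; strong numbers were not always called active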
Lipid droplet cells 6.5 µM: also measured in Lipid droplet; calls as there; cell count; measured here: cell count, cytotoxicity flag;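 cells counted across two imaged fields per well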
T cell modulator vesicle-bound %: recorded beside T cell modulator, whose call it bears; double positive events, %; measured here: CD8+ vesicle-bound cell fraction;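 binding gate set so that unloaded-vesicle control wells show 10% double positive cells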
NTR1 agonist cell count 20 µM: further read-out of NTR1 agonist, marked with its call; cell count; measured here: cell count, cytotoxicity flag
* marks the source's active call; other numbers are inactive results; i = inactive; · = not tested or not shown.

SMILES	GPR55 beta-arrestin	NTR1 agonist	NTR1 agonist cell count 20 µM	LYP inhibition	T cell modulator	T cell modulator vesicle-bound %	Lipid droplet	Lipid droplet cells 6.5 µM	GPR35 arrestin U2OS	Large T inhibition	GPR55 antagonists	MgcRacGAP inhibition
CCC(c1nnc(SCC(=O)NC23CC4CC(CC(C4)C2)C3)o1)N(C)C (centres undefined)	0.5%	1.5	43	1%	i	62	18	797	-5%	-2%	8%	10%
CCOC(=O)c1ccc2ncc(-c3ccccc3)nc2c1	0.3%	·	·	3%	·	·	13	698	11%	24%	5%	6%
O=C(c1c(F)cccc1F)N1CCN=C1SCc1ccccc1	-0.1%	1.8	67	-4%	i	36	-2	747	-9%	7%	8%	11%
CCc1nc(C)cc2c1sc1ccccc12	-0.3%	2.7	61	4%	i	32	9	732	-6%	12%	-18%	·
CCOc1ccccc1NC(=O)C(OC(=O)c1ccc(N(C)C)cc1)c1ccccc1 (centres undefined)	-0.1%	2.3	56	8%	i	44	22	649	-16%	16%	0%	6%
O/N=C1/CCSc2ccccc21	-0.1%	0.6	52	-6%	i	11	·	·	12%	6%	-11%	13%
CC(=O)COc1ncnc2c(Cl)cc(Cl)cc12	-0.2%	1.0	40	1%	i	34	1	679	7%	9%	7%	10%
CC(=O)N1CCN=C1SCc1cccc(C(F)(F)F)c1	-0.1%	-3.3	71	-8%	i	42	-4	759	-11%	9%	-9%	7%
O=C(COC(=O)c1ccc(NS(=O)(=O)c2cccs2)cc1)NCC1CCCO1 (centres undefined)	-0.2%	0.2	64	-1%	i	31	3	710	-19%	2%	-6%	-2%
CC(=O)c1ccc(COC(=O)Cc2ccc([N+](=O)[O-])cc2)cc1	-0.1%	0.0	75	-4%	i	58	-1	812	11%	2%	-1%	10%
Cc1ccc2nc(C)cc(Nc3ccc([N+](=O)[O-])cc3)c2c1	0.1%	·	·	-4%	i	58	5	690	8%	-6%	9%	·
c1cncc(-c2nc(NCc3cccs3)c3ccccc3n2)c1	0.2%	2.7	54	0%	i	19	4	707	3%	12%	-1%	3%
O=C(O)/C(CC(=O)c1ccc(Cl)cc1)=N/Nc1ccc([N+](=O)[O-])cc1[N+](=O)[O-]	0.0%	0.0	45	-6%	i	42	11	850	-18%	14%	4%	-2%
CCCC[C@@H]1CCCO[C@@](C(=O)NCc2ccccn2)(C(F)(F)F)C1	·	-1.4	98	·	i	58	·	·	·	9%	·	-2%
COc1ccc(-c2cnc(SCC(=O)Nc3ccc4c(c3)OCO4)n2Cc2ccco2)cc1	-0.1%	0.4	59	0%	·	·	0	777	1%	7%	8%	6%
O=C(Cc1ccc(-n2cccc2)cc1)NC1CCCCCC1	-0.2%	0.2	72	-2%	i	55	-12	739	3%	12%	-3%	5%
O=C(NC1CCN(C(=O)Nc2ccccc2Cl)CC1)c1ccco1	-0.4%	-0.7	49	-6%	i	58	13	751	6%	4%	0%	3%
COc1cccc(-c2nc(CS(=O)(=O)CC(=O)Nc3ccc(C(C)=O)cc3)c(C)o2)c1	0.0%	0.5	55	2%	i	10	9	730	11%	15%	7%	5%
CCCCNC(=O)c1cc2ccccc2s1	0.2%	0.0	105	0%	i	54	-10	703	-1%	12%	5%	15%
O=C(CSc1oc(-c2ccco2)nc1S(=O)(=O)c1ccc(F)cc1)NCC1CCCO1 (centres undefined)	0.3%	-0.4	40	3%	i	22	-8	757	9%	8%	-17%	9%
CCN(C(=O)CN1C(=O)/C(=C/c2ccccc2)SC1=S)C1CCS(=O)(=O)C1 (centres undefined)	0.2%	-0.1	62	-11%	i	11	1	660	3%	19%	-4%	11%
CCc1cc(Cn2nc(-c3ccccc3)cc2C(=O)NCCOC)on1	·	-1.9	88	·	i	28	·	·	·	4%	·	6%
Cc1ccc(CNC(=O)CCCc2ccccc2)cc1	-0.1%	-0.3	67	-6%	i	39	3	681	8%	-198%	3%	2%
O=C(NCc1ccccc1Cl)C1CCN(S(=O)(=O)c2ccc(F)cc2)CC1	-0.1%	1.5	71	-6%	i	63	-16	660	2%	20%	17%	8%
C=CCN1C(=O)C(C)NC1=S (centres undefined)	-0.1%	·	·	-12%	·	·	-19	684	5%	·	-3%	12%
CCC1(C)Cc2nc3[nH]c(=S)n(-c4ccc(C)cc4)c(=O)c3cc2CO1 (centres undefined)	-0.1%	-0.2	44	0%	i	12	-12	611	2%	6%	-3%	3%
CCCOC(=O)c1ccc(OCC(O)CN2C(=O)NC(C)(C)C2=O)cc1 (centres undefined)	0.0%	0.4	85	-5%	i	48	3	746	-9%	5%	6%	7%
Cc1ccc(S(=O)(=O)N2CCN(C(=S)NCC3CCCO3)CC2)cc1 (centres undefined)	·	-0.4	65	·	i	27	·	·	·	19%	·	5%
Oc1ccc(/C=N/N(c2ccccc2)c2ccccc2)c(O)c1O	-0.2%	-0.5	61	-2%	i	5	4	792	-14%	4%	-1%	-40%
COC(=O)C1CN(C(=O)C(C)Oc2ccccc2F)c2ccccc2O1 (centres undefined)	0.0%	0.9	106	-6%	i	48	12	850	-11%	3%	-4%	8%
COn1c(=O)c(=O)n(O)c2ccccc21	0.4%	-0.1	46	-4%	i	24	·	·	6%	0%	3%	14%
Cc1cn(CCC(=O)Nc2ccc(N3CCOCC3)cc2)c2ccccc12	0.2%	0.0	38	-3%	i	38	-16	637	5%	3%	-5%	2%
O=C(CN1C2CCCC1CC(NC(=O)c1ccccc1)C2)NC1CC1 (centres undefined)	2.4%	-1.9	37	-8%	i	34	2	746	-12%	6%	-1%	5%
Cc1noc(C)c1COc1cccc(C(=O)OCC(=O)N2CC(=O)Nc3ccccc32)c1	0.2%	0.4	83	-8%	i	18	·	·	18%	6%	-17%	-2%
COCCCNC(=O)c1ccc2c(=O)n(C3CCCC3)c(=S)[nH]c2c1	-0.1%	2.3	70	-5%	i	26	·	·	17%	0%	2%	6%
Cc1cc(-c2ccccc2)[nH]c(=O)c1C#N	0.1%	0.2	44	3%	i	52	1	626	7%	4%	2%	-5%
O=C(CCn1nnc2ccccc21)Nc1nnc(Cc2ccc(F)cc2)s1	-0.3%	2.2	76	-11%	i	29	·	·	17%	5%	-8%	6%
O=C(NCC1CCCO1)C(C(=O)c1ccc(F)cc1)n1ccccc1=O (centres undefined)	0.4%	-2.0	90	-7%	i	37	·	·	10%	4%	-9%	9%
O=C(C1CCCCN1S(=O)(=O)c1ccccc1[N+](=O)[O-])N1CCCCC1 (centres undefined)	-0.1%	0.6	32	-6%	i	39	-24	721	12%	3%	5%	5%
NC(=O)c1ccc(Nc2ccc([N+](=O)[O-])cc2[N+](=O)[O-])cc1	0.2%	3.3	48	1%	i	57	10	656	-7%	10%	-10%	1%
CCOc1ccc(S(=O)(=O)NCCC(=O)NC(C)CCc2ccccc2)cc1 (centres undefined)	·	0.2	78	·	i	57	·	·	·	-2%	·	6%
COC(=O)CSc1ncnc2c1sc1nc(-c3ccco3)c3c(c12)CC(C)(C)OC3	0.3%	3.2	48	4%	i	60	-12	681	10%	20%	1%	·
Cc1cccc(CSC(=N)N)c1	-0.2%	-0.9	66	-2%	i	45	14	636	-3%	-6%	-6%	5%
CC1CCCC(NC(=O)c2nn(C)c3c2CS(=O)(=O)c2ccccc2-3)C1C (centres undefined)	-0.1%	1.2	56	-4%	i	3	4	736	-3%	12%	8%	-4%
COc1ccc(Cl)cc1S(=O)(=O)n1c([N+](=O)[O-])cnc1C	-0.2%	0.4	79	-10%	i	71	-1	780	-4%	8%	9%	-2%
Cc1ccccc1OCC(=O)NCC(c1ccco1)N1CCCCC1 (centres undefined)	0.2%	0.0	52	-11%	i	35	-5	837	1%	6%	10%	12%

Looked up one by one from the entries so far, six records:
SMILES	GPR55 beta-arrestin	NTR1 agonist	NTR1 agonist cell count 20 µM	LYP inhibition	T cell modulator	T cell modulator vesicle-bound %	Lipid droplet	Lipid droplet cells 6.5 µM	GPR35 arrestin U2OS	Large T inhibition	GPR55 antagonists	MgcRacGAP inhibition
Cc1cccc(CSC(=N)N)c1	-0.2%	-0.9	66	-2%	i	45	14	636	-3%	-6%	-6%	5%
Cc1ccccc1OCC(=O)NCC(c1ccco1)N1CCCCC1 (centres undefined)	0.2%	0.0	52	-11%	i	35	-5	837	1%	6%	10%	12%
CC1CCCC(NC(=O)c2nn(C)c3c2CS(=O)(=O)c2ccccc2-3)C1C (centres undefined)	-0.1%	1.2	56	-4%	i	3	4	736	-3%	12%	8%	-4%
COC(=O)CSc1ncnc2c1sc1nc(-c3ccco3)c3c(c12)CC(C)(C)OC3	0.3%	3.2	48	4%	i	60	-12	681	10%	20%	1%	·
COc1ccc(Cl)cc1S(=O)(=O)n1c([N+](=O)[O-])cnc1C	-0.2%	0.4	79	-10%	i	71	-1	780	-4%	8%	9%	-2%
CCOc1ccc(S(=O)(=O)NCCC(=O)NC(C)CCc2ccccc2)cc1 (centres undefined)	·	0.2	78	·	i	57	·	·	·	-2%	·	6%

Profiles, looked up by structure. Values in the order: GPR55 beta-arrestin	NTR1 agonist	NTR1 agonist cell count 20 µM	LYP inhibition	T cell modulator	T cell modulator vesicle-bound %	Lipid droplet	Lipid droplet cells 6.5 µM	GPR35 arrestin U2OS	Large T inhibition	GPR55 antagonists	MgcRacGAP inhibition
CCOc1ccc(S(=O)(=O)NCCC(=O)NC(C)CCc2ccccc2)cc1 (centres undefined) is listed with ·	0.2	78	·	i	57	·	·	·	-2%	·	6%
Cc1ccccc1OCC(=O)NCC(c1ccco1)N1CCCCC1 (centres undefined) is listed with 0.2%	0.0	52	-11%	i	35	-5	837	1%	6%	10%	12%
